Fluorescein fluor: compound autofluorescence in fluorescein spectral region. Compound autofluorescence, 480/540 nm, fluorescein-equivalent; hits give high values. max fluorescein-equivalent concentration, M. 59,000 tested, 0.91% active; in the data active means max fluorescein-equivalent concentration above about 10 nM; inconclusive means between about 1.1 nM and that limit
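Spectral profiling of library compounds in the fluorescein window (480 nm excitation, 540 nm emission) after 15 min at room temperature in pH 8.0 Tris (100 mM). Values are dye-equivalent concentrations.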
FLuc inh: blocks Photinus pyralis firefly luciferase activity; P08659; purified firefly luciferase, luminescence, 8 min; Potency, µM (highest dose often 57.1 µM), inactives show at the highest dose activity change, negative = inhibition, most hits filed as inhibitors; 72,000 tested, 2.2% active; further: potency means the concentration at half of the fitted maximal effect; on the % scale 0 is the no-effect control and ±100 the full control effect; nearly all actives have a fitted effect of over 40% in size
Target sequence (P08659 whole entry, looked up): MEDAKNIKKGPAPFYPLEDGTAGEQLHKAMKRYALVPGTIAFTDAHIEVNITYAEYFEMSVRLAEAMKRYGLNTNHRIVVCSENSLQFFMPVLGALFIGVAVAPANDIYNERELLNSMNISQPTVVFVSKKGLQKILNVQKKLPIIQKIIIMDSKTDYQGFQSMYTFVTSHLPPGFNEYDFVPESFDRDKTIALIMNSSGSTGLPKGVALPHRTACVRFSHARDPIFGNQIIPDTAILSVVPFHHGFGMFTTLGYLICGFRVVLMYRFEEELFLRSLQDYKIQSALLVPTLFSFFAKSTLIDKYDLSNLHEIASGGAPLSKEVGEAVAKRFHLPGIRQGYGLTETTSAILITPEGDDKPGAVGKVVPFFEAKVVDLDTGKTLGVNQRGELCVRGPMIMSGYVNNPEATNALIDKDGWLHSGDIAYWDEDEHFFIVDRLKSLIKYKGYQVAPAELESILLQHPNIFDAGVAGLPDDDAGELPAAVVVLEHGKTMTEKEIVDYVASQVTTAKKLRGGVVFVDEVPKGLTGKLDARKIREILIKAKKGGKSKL
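Firefly luciferase (PKLight detection mix) with 10 uM ATP in pH 7.2 imidazole buffer (KCl, MgCl2, Tween 20, BSA). Compounds tested across a concentration series (qHTS). Luminescence read after 8 min at ambient temperature.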
HBB splicing: alters splicing of the hemoglobin beta chain. HBB splicing reporter cell assay, activation; EGFP reporter with mutant IVS2-654 intron; response scale: normalised to 500 nM splice-correcting PNA. Potency, µM (series often up to 46.1 µM), without a hit: top-dose activation, hits mostly activators. 65,000 tested, 0.06% active. AID 925; further: potency means the concentration at half of the fitted maximal effect; 0% is about no effect
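Compounds were applied for 2 days to HeLa EGFP-654 cells, 500/well in Optimem with 2% FCS. The reporter's EGFP is disrupted by mis-splicing of beta-globin intron IVS2-654. Readout: summed well GFP fluorescence from 488 nm laser scanning; reference was 500 nM antisense […] 654 PNA.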
4MU fluor: compound fluoresces in the 4-MU spectral region; compound autofluorescence, 340/450 nm, 4-MU equivalents; hits give high values; max dye-equivalent concentration, M; 59,000 tested, 11% active; AID 589; in the data active means max dye-equivalent concentration above about 10 nM; inconclusive means mostly about 1.1 nM to 9.6 nM
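Compounds in 100 mM Tris, pH 8.0, sat 15 min at room temperature before fluorescence was read at 340 nm excitation/450 nm emission; a per-plate six-point 4-MU standard curve converted signals to dye-equivalent concentration at each compound concentration.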
Hsp90 Hop PPI: changes Hsp90-Hop TPR2A binding signal, up or down | 71,000 tested, 0.44% active | Potency, µM (top dose mostly 57 µM), without a hit: at the highest dose activity change, negative = inhibition | AlphaScreen TPR2A-His6 binding biotin-Hsp90 C-terminal peptide; active means well fitted curve in either direction with a large enough effect; inconclusive means small, poorly fitted or top-dose-only effect, or another doubt; further: potency means the concentration at half of the fitted maximal effect; on the % scale 0 is the no-effect control and ±100 the full control effect; many of its hits are not listed in these tables
A350 fluor: A350 region autofluorescence | Compound autofluorescence, 340/450 nm, Alexa 350 dye-equivalents; hits give high values | max dye-equivalent concentration, M | 59,000 tested, 11% active | AID 590; in the data active means max dye-equivalent concentration above about 10 nM; inconclusive means mostly about 1.1 nM to 9.6 nM
CRE Fsk mod: modulators of forskolin-stimulated CRE signaling in CHO cells; Potency, µM (top dose mostly 38.2 µM), inactives show at the highest dose activity change, negative = inhibition, usual class: activators; CHO CRE-bla reporter (cAMP response element driving beta-lactamase), forskolin EC10, beta-lactamase ratio; 71,000 tested, 2.5% active; AID 662; active means well fitted activation curve with a large enough effect in the signal ratio, with a control signal flat, not every such curve was filed as active; inconclusive means small, poorly fitted or top-dose-only effect, or effect the other way, or a change in a side signal; the % refers to the signal ratio; further: potency means the concentration at half of the fitted maximal effect; % of control where 0% means no effect
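Forskolin analogue NKH 477 at EC10 stimulated CRE-driven beta-lactamase in CHO cells alongside compound dilution series. Beta-lactamase was measured with CCF4, excitation 405 nm, emission ratio 460/530 nm.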
TexasRed autofl: compound fluoresces in the Texas Red spectral region; Compound fluorescence, Texas Red channel, 547/618 nm; hits give high values; max dye-equivalent concentration, M; 59,000 tested, 0.06% active; in the data active means max dye-equivalent concentration above about 10 nM; inconclusive means between about 1.1 nM and that limit
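Texas Red-region profiling: compounds in 100 mM Tris pH 8.0 were read at 547/618 nm after 15 min at room temperature. Intensities were normalized against a six-point Texas Red standard series to give dye-equivalent concentration.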
UbGFP stabilizer: ubiquitin-GFP accumulation via proteasome inhibition; Ubiquitin-GFP reporter cells, proteasome inhibition, GFP fluorescence; response scale: untreated = 0%, 10 µM MG-132 = 100%; Potency, µM (titrated, usually from 45.9 µM), for inactives: at the top dose activation (GFP accumulation), actives largely listed as activators; 67,000 tested, under 10 active; active means well fitted activation curve with a large enough effect, not every such curve was filed as active; inconclusive means small, poorly fitted or top-dose-only effect, or another doubt; inactive means no such curve, though single readings can be large or run the other way; further: potency means the concentration at half of the fitted maximal effect
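Reporter cells (U2OS, ubiquitin-G76V-GFP fusion) are plated overnight, then treated 4 hr at 37 °C with compound titrations from 46 uM down to 2.9 nM. Activity is scaled against untreated cells and 10 uM MG-132.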
ERK AVP block: vasopressin-driven ERK pathway inhibition; 72,000 tested, 0.99% active; HEK293-V1b, vasopressin-stimulated pERK AlphaScreen; Potency, µM (titrated, usually from 57.5 µM), without a hit: at the top dose activity, negative = inhibition, hits mostly inhibitors; AID 995; further: potency means the concentration at half of the fitted maximal effect; on the % scale 0 is the no-effect control and ±100 the full control effect; nearly all actives have a fitted effect of over 55% in size
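V1b-HEK293 cells; cpd 30 min 37C; 25 nM vasopressin 5 min; lyse 10 min; AlphaScreen beads 5 hr RT. Normalized to DMSO basal and 25 nM vasopressin; AC50 by Hill fit.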
Epigenetic mod: derepresses silenced GFP locus in mouse C127i cells; mouse C127i GFP locus derepression, cytometry, 30 h; Potency, µM (top dose mostly 46.1 µM), without a hit: at the highest dose GFP derepression (activation); 68,000 tested, 0.09% active; further: % of control where 0% means no effect
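Derepression screen: silenced CMV-GFP reporter in murine C127i cells, 30 h compound incubation at 37 C, washed cells imaged by laser-scanning cytometer to enumerate GFP-expressing objects of 20 to 120 um.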
* = called active by the depositor; i = inactive; ? = inconclusive; nt = no result given; [ ] = another dose, or the depositor's remark. Unless noted, the call rests on the fitted dose curve; in most records, active means well fitted curve in the direction sought with a large enough effect; inconclusive means small, poorly fitted or top-dose-only effect, or another doubt; inactive means no such curve, though single readings can be large; an effect the other way counts as inactive or inconclusive.

SMILES	Fluorescein fluor	FLuc inh	HBB splicing	4MU fluor	Hsp90 Hop PPI	A350 fluor	CRE Fsk mod	TexasRed autofl	UbGFP stabilizer	ERK AVP block	Epigenetic mod
CC1(C)[C@@H](OC(=O)CCC(=O)O)CC[C@@]2(C)[C@H]1CC[C@@]1(C)[C@H]2C(=O)C=C2[C@H]3C[C@](C)(C(=O)O)CC[C@]3(C)CC[C@@]21C	?	3%[25.5 µM]	-0.3%[20.6 µM]	i	-1%[26 µM]	i	10%[17.1 µM]	i	9%[20.5 µM]	-4%[25.7 µM]	6%[20.6 µM]
Cc1nc2ccc(NC3=NCCCCC3)cc2s1	?	1%	0.7%	i	-5%	i	?	i	0%	-1%	1%
CC1(C)Oc2ccc(C(=O)N3CCc4ccccc43)cc2N(CC(=O)N2CCCC2)C1=O	?	-1%	0.3%	i	-5%	i	?	?	7%	-7%	-1%
CCN(CC)S(=O)(=O)c1cccc(-c2nnc(SC(C)C#N)n2Cc2ccccc2)c1 (stereo unspecified)	i	4%	-0.3%[57.5 µM]	i	1%	i	7%	i	2%	-22%	0%
Cc1ccc(C2C(=O)N(C3CCC(C)CC3)CC(=O)N2C2CC2)cc1 (stereo unspecified)	i	2%	3.9%	i	-3%	i	-4%	?	2%	-5%	0%
O=C(CN1C(=O)c2ccccc2C1=O)N1CCN(c2ccccc2)CC1	i	2%	-1.0%	i	-4%	i	-24%	i	-11%	-22%	-3%
C(=N\n1cnnc1)/c1ccc(N2CCOCC2)s1	?	0%	-0.4%	7.3e-08M*	-3%	7.8e-08M*	14%	i	-3%	12%	-1%
COCc1nc(-c2ccc(-c3ccc(OC)cc3)nc2OC)no1	nt	-24%	-0.5%	nt	11%	nt	?	nt	6%	nt	nt
COc1nc(C)ccc1-c1noc(-c2ccncc2)n1	i	0%	2.0%	i	-3%	?	2%	i	7%	-8%	0%
O=C(CN1CCc2ccccc2C1)Nc1ccccc1N1CCCCCC1	i	1%	nt	i	7%	i	?	i	-5%	-7%	-1%
CN(C1CCCCC1)S(=O)(=O)c1ccc2c(c1)c(=O)c(C(=O)NCCN1CCCC1)cn2C	nt	1%	-0.3%	nt	-3%[2.3 µM]	nt	-12%	nt	-6%	-18%	nt
O=C(Nc1nc(-c2ccncc2)cs1)c1ccco1	i	-21%	2.6%[57.5 µM]	i	-6%	i	0%	i	-1%	-25%	-2%
CCOc1ccc(C(=O)Nc2cc(C)on2)cc1	nt	10µM*	0.2%[9.22 µM]	nt	-2%	nt	-1%	nt	-8%	11%	0%
O=C(Oc1ccc2ccccc2c1)c1ccco1	?	-20%	3.4%	i	0%	i	?	i	-5%	16%	3%
CCS(=O)(=O)CCSc1nc2ccccc2o1	i	-1%	-0.6%	i	-3%	i	-7%	i	0%	6%	5%
COc1ccc(C)cc1NC(=O)C1CC(=O)N(Cc2ccco2)C1 (stereo unspecified)	?	0%	-1.2%	i	0%	i	-5%	i	-1%	-16%	-1%
COCCn1c(SCC(=O)Nc2nnc(C)s2)nnc1-c1c[nH]c2ccccc12	?	-1%	-0.9%[0.369 µM]	i	-3%	?	5%	?	nt	9%	1%
COc1cc2c(=O)n(-c3ccc(C)cc3)c(=O)n(CC(=O)c3ccc4c(c3)OCO4)c2cc1OC	i	3%	0.1%	i	-4%	i	6%	i	-3%	-11%	2%
CCOC(=O)c1c(C)[nH]c(C(=O)OCC(=O)N2CCc3ccccc32)c1C	i	0%	0.0%[57.5 µM]	i	0%	i	-3%	i	-4%	-16%	-1%
CCOC(=O)C(C)Sc1nc(N)c(NC(=O)c2ccc(OC)c(OC)c2)c(=O)[nH]1 (stereo unspecified)	nt	2%	-0.1%	nt	-1%	nt	-8%	nt	9%	nt	nt
O=C(CSc1ccc2c(c1)OCCO2)NCc1ccco1	?	-2%	-1.1%	i	-12%	i	-10%	i	-6%	9%	-1%
O=C(Nc1nc2ccc(S(=O)(=O)N3CCCCC3)cc2s1)c1ccncc1	?	-2%	0.3%	i	-4%	?	0%	i	13%	?	0%
COc1ccc(N(CC(=O)O)S(=O)(=O)c2ccc(OC)c(OC)c2)cc1	nt	2%	1.6%	nt	1%	nt	5%	nt	-10%	-6%	0%
CCN1C(=O)/C(=C\N2CCCCCC2)SC1=S	?	-5%	-0.9%[0.369 µM]	i	-13%	i	21%	i	5%	?	0%

Retrieved by structure from the entries so far (2):
SMILES	Fluorescein fluor	FLuc inh	HBB splicing	4MU fluor	Hsp90 Hop PPI	A350 fluor	CRE Fsk mod	TexasRed autofl	UbGFP stabilizer	ERK AVP block	Epigenetic mod
COc1cc2c(=O)n(-c3ccc(C)cc3)c(=O)n(CC(=O)c3ccc4c(c3)OCO4)c2cc1OC	i	3%	0.1%	i	-4%	i	6%	i	-3%	-11%	2%
COc1ccc(N(CC(=O)O)S(=O)(=O)c2ccc(OC)c(OC)c2)cc1	nt	2%	1.6%	nt	1%	nt	5%	nt	-10%	-6%	0%

Going on with the list.
SMILES	Fluorescein fluor	FLuc inh	HBB splicing	4MU fluor	Hsp90 Hop PPI	A350 fluor	CRE Fsk mod	TexasRed autofl	UbGFP stabilizer	ERK AVP block	Epigenetic mod
CCOC(=O)C1CCN(CC(=O)Nc2c(C(=O)OC)[nH]c3ccccc23)CC1	i	1%	-0.6%[1.84 µM]	i	1%	?	?	i	2%	-32%	?
COc1ccc2c(CC(=O)Nc3nnc(C4CC4)s3)coc2c1	?	-1%	1.5%	1.1e-08M*	-4%	1.2e-08M*	?	?	14%	-23%	-1%
CCN(CC)S(=O)(=O)c1ccc(NC(=O)c2ccc(NS(C)(=O)=O)cc2)cc1	?	0%	0.9%	i	-2%	i	14%	i	5%	-26%	5%
COc1ccccc1N(C)S(=O)(=O)c1ccc(C(=O)OCC(=O)NCc2ccco2)cc1	?	0%	-4.7%	i	-5%	i	-1%	i	1%	-22%	1%
CC(C)(C)c1cc(CN(CCO)CCO)cc(C(C)(C)C)c1O	?	1%	-0.7%	?	-3%	?	?	i	-1%	?	2%
O=c1c2ccccc2sc2nc(C3CCCCC3)n(Cc3ccco3)c(=O)c12	i	-4%	2.3%[0.369 µM]	i	-7%	i	15%	i	-7%	-13%	0%
O=C(c1cc2c(s1)CCCC2)N1CCN(C(=O)C2CCCO2)CC1 (stereo unspecified)	i	-1%	-2.8%	i	-2%	i	-8%	i	0%	-2%	2%
COc1ccc(OC)c(Nc2cc(C)nc3ccccc23)c1	i	1%	nt	i	-8%	i	9%	i	6%	-8%	4%
CCOC(=O)N1CCN(Cc2nc3c(c(=O)[nH]c(=O)n3C)n2Cc2ccccc2C)CC1	i	-2%	0.5%	i	-11%	i	6%	?	-2%	13%	-1%
CCCc1[nH]nc2c1C(c1ccc(OC)cc1OC)C(C#N)=C(N)O2 (stereo unspecified)	i	2%	-2.6%	i	-3%	i	?	i	-3%	8%	-2%
Cn1c2c(c(=O)n(C)c1=O)C(NC(=O)C(C)(C)C)(C(F)(F)F)C(=O)N2 (stereo unspecified)	i	3%[25.5 µM]	nt	i	nt	i	nt	i	nt	nt	13%[20.6 µM]
O=S(=O)(c1ccc(S(=O)(=O)n2cnc3ccccc32)cc1)N1CCCCCC1	i	-1%	-0.2%[57.5 µM]	i	-1%	i	-3%	i	3%	-14%	0%
C(=N\c1nc2ccccc2n1CCN1CCOCC1)/c1cccs1	i	-20%	-2.8%	i	-15%	i	?	?	-5%	-24%	0%
CCCN1Cc2cccc(C(=O)Nc3ccc(N4CCN(CC)CC4)cc3)c2C1=O	i	-27%	-0.7%	i	-2%	i	4µM*	i	17%	11%	-4%
CCOC(=O)C1=C(C)NC(=O)NC1c1ccc2c(c1)OCO2 (stereo unspecified)	i	3%[25.5 µM]	nt	i	nt	i	nt	i	nt	nt	2%[20.6 µM]
CC1(C)C(C#N)=C(N)OC2=C1C(=O)CCC2	i	8%	0.0%[57.5 µM]	i	-1%	i	-4%	i	-2%	-18%	6%
O=C(c1csnn1)N1CCC2(CCCN(Cc3cc(C(F)(F)F)cc(C(F)(F)F)c3)C2)CC1	i	1%[11.4 µM]	0.4%	i	-4%	i	?	i	-10%	11%	0%[9.22 µM]
Cc1cc(C)nc(Nc2n[nH]c(COc3ccc(Cl)cc3)n2)n1	?	2%	1.9%[57.5 µM]	i	1%	?	10%	i	-4%	-5%	-2%
Cc1ccc(OCC(O)CNS(=O)(=O)c2ccccc2C(=O)O)cc1 (stereo unspecified)	i	1%[25.5 µM]	nt	i	nt	i	nt	i	nt	nt	-4%[20.6 µM]
CCOC(=O)c1nnn(-c2nonc2N)c1CNc1ccccc1	i	0%	0.0%	i	-3%	i	-1%	i	-2%	-8%	-4%
COc1ccc(C2Nc3ccccc3C(=O)N2Cc2ccco2)cc1COc1ccc(NC(C)=O)cc1 (stereo unspecified)	?	-2%	-1.6%[57.5 µM]	1.9e-07M*	?	2.2e-07M*	13%	i	-3%	-2%	2%
O=C(O)CCSc1nnc(-c2ccncc2)n1-c1ccccc1	i	0%	-0.5%	i	-3%	i	-2%	i	-5%	-25%	-2%

Screening results as filed in PubChem BioAssay.

This is a subset, so the mix of outcomes need not match the whole.
